High-throughput results (PubChem BioAssay)
TrxR1 substrate: qHTS Assay for Substrates of Mammalian Selenoprotein Thioredoxin Reductase 1 (TrxR1): qHTS | Thioredoxin reductase 1, cytoplasmic (Rattus norvegicus), O89049 | purified TrxR1 substrate turnover, NADPH consumption readout | Potency, µM (series often up to 114 µM), without a hit: at the highest dose activity change, negative = substrate turnover | hit rate 0.01% among 390,000; also: potency is read from the fitted curve at half-maximal effect; % is scaled to controls: 0 for no effect and ±100 for the full control effect; nearly all actives have a fitted effect of over 50% in size
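Rat TrxR1, dispensed at 90 nM, was prereduced with 400 uM NADPH (final) for 5 min at ~22 deg C, then incubated with compound 15 min before 400 uM selenite. A first-read NADPH fluorescence drop versus no-compound background flagged substrates.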
LDHA inh: qHTS assay for inhibitors of human lactate dehydrogenase; L-lactate dehydrogenase A chain (Homo sapiens), P00338; purified LDHA, NADH/diaphorase-resazurin fluorescence; active compounds read low; activity change, % (values are at about 110 or 230 µM); hit rate 0.15% among 480,000; in the data active = activity change below about -30%; inconclusive = mostly about -25% to -30%;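 also: plate controls were DMSO wells for no effect and wells without enzyme for full effect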
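LDH5 2 nM; NADH 0.06 mM, pyruvate 0.2 mM; 200 mM Tris pH 7.4, EDTA, Tween-20; 5 min RT. Detection: diaphorase 0.133 mg/mL + resazurin 37 µM, fluorescence ex540/em590 at 0 and 20 min; normalized to enzyme-free and DMSO wells.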
Vif-A3F inh: qHTS for Inhibitors of Vif-A3F Interactions: qHTS. Potency, µM (series often up to 46.1 µM), without a hit: at the highest dose activity, negative = active. hit rate 0.2% among 390,000. HeLa A3F-eYFP + Vif (tagged APOBEC3F with the HIV-1 protein that degrades it), YFP fluorescence increase; also: potency is read from the fitted curve at half-maximal effect; % of control where 0% means no effect; nearly all actives have a fitted effect of over 65% in size
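HeLa cells stably expressing Vif plus C-terminally eYFP-tagged A3F were seeded, incubated overnight at 37 deg C, dosed with compound, incubated overnight again at 37 deg C. Yellow fluorescence (Ex 488/Em 500-530) reported blocked Vif-mediated A3F-eYFP degradation.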
mIDH1 inhibitor: qHTS for Inhibitors of mutant isocitrate dehydrogenase 1 (IDH1): qHTS; IDH1-R132H enzyme, NADPH consumption, diaphorase/resazurin fluorescence; Potency, µM (doses to about 76.6 µM), for the others: at the top dose activity change, negative = inhibition, most hits filed as inhibitors; hit rate 0.093% among 390,000; also: potency is read from the fitted curve at half-maximal effect; % is scaled to controls: 0 for no effect and ±100 for the full control effect; nearly all actives have a fitted effect of over 65% in size
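IDH1-R132H (0.5 ug/mL) preincubated 30 min with compound, then NADPH (0.016 mM) and alpha-KG (2 mM) added; 80 min at RT, pH 7.5. Remaining NADPH coupled via diaphorase/resazurin to fluorescence (540/590 nm); concentration-response curves normalized to no-enzyme control.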
Vif-A3G inh: qHTS for Inhibitors of Vif-A3G Interactions: qHTS. hit rate 0.076% among 410,000. HeLa A3G-eYFP + Vif (tagged APOBEC3G with the HIV-1 protein that degrades it), YFP fluorescence, overnight. Potency, µM (series often up to 46.1 µM), without a hit: top-dose activity, negative = active, hits mostly inhibitors. DNA dC->dU-editing enzyme APOBEC-3G (Homo sapiens), Q9HC16;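 also: potency is read from the fitted curve at half-maximal effect; % is scaled to controls: 0 for no effect and ±100 for the full control effect; nearly all actives have a fitted effect of over 60% in size; hits raise eYFP signal because A3G escapes Vif-driven loss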
Target sequence (Q9HC16 whole entry, looked up): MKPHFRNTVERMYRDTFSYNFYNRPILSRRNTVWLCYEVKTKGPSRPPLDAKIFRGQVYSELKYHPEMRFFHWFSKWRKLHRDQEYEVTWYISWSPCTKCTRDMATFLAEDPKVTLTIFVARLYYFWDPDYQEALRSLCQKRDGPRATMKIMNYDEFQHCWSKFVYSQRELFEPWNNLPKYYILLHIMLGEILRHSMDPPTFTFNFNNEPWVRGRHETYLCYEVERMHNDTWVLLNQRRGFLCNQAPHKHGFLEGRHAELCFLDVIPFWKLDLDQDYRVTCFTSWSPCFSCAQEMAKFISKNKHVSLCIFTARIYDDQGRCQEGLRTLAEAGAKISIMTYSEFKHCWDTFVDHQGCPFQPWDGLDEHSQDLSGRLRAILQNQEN
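Read-out is eYFP fluorescence (Ex 488/Em 500-530) from Vif-expressing HeLa A3G-eYFP cells; more signal means A3G escaped Vif-mediated degradation. Cells plated overnight, compound pinned in, incubated overnight at 37 deg C.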
PI4K2A block: qHTS for small molecular inhibitors of PI4K2A; Phosphatidylinositol 4-kinase type 2-alpha (Homo sapiens), Q9BTU6; purified PI4K2A, ADP-Glo luminescence, 1 h; active compounds read low; activity change, negative = inhibition, % at 76.9 µM; hit rate 0.13% among 420,000; in the data active = activity change below about -50%; inconclusive = mostly about -30% to -49%;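 also: -100% = wells without enzyme as full effect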
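ADP-Glo luminescence measured ADP generated by PI4K2A enzyme (4 ug/mL before mixing) with 1.2 mM PI substrate (pre-mix) and 300 microM ATP (pre-mix). Tris pH7.5 buffer with MgCl2, Triton X-100; 1 h reaction at ambient temperature.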
USP1 inh: Inhibitors of USP1/UAF1: Primary Screen. recombinant USP1/UAF1, Ub-Rhodamine cleavage fluorescence. AID 743255, 2014. Potency, µM (highest dose often 57.1 µM), without a hit: at the top dose activity change, negative = inhibition, actives largely listed as inhibitors. hit rate 0.23% among 390,000. Ubiquitin carboxyl-terminal hydrolase 1 (Homo sapiens), O94782; also: potency is read from the fitted curve at half-maximal effect; % is scaled to controls: 0 for no effect and ±100 for the full control effect; nearly all actives have a fitted effect of over 60% in size; inactives centre near -12
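High-throughput fluorogenic screen: 1nM USP1/UAF1 complex, Ub-Rho substrate 150nM final, 50mM HEPES pH 7.8 with 0.5mM EDTA, 0.1 mg/ml BSA, 1mM TCEP and 0.01% Tween-20.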
Glioma ERSR ind: qHTS for Inducers of the Endoplasmic Reticulum Stress Response (ERSR) in Human Glioma: qHTS; U87-MG GRP78 promoter luciferase reporter, 16 h; AID 602332, 2012; Potency, µM, without a hit: at the highest dose activation, most hits filed as activators; hit rate 0.02% among 420,000; also: potency is read from the fitted curve at half-maximal effect; series mostly up to about 76 µM; % of control where 0% means no effect; nearly all actives have a fitted effect of over 35% in size
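Stably transfected U87-MG glioma cells carrying a GRP78-based luciferase sensor; 16 h compound incubation. Luminescence end-point read 10 min after Bright-Glo addition at room temperature.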
RXFP1 ag: qHTS Assay for Agonists of the Relaxin Receptor RXFP1; AID 2676, 2010; hit rate 0.3% among 370,000; HEK293T-RXFP1 cAMP TR-FRET, 30 min; response scale: percent of porcine relaxin response, buffer zero; Relaxin receptor 1 (Homo sapiens), Q9HBX9; Potency, µM (series often up to 57.5 µM), for inactives: at the highest dose activation, usual class: activators; also: potency is read from the fitted curve at half-maximal effect; % is scaled to controls: 0 for no effect and ±100 for the full control effect; nearly all actives have a fitted effect of over 60% in size; many of its hits are not listed in these tables
Target sequence (Q9HBX9 whole entry, looked up): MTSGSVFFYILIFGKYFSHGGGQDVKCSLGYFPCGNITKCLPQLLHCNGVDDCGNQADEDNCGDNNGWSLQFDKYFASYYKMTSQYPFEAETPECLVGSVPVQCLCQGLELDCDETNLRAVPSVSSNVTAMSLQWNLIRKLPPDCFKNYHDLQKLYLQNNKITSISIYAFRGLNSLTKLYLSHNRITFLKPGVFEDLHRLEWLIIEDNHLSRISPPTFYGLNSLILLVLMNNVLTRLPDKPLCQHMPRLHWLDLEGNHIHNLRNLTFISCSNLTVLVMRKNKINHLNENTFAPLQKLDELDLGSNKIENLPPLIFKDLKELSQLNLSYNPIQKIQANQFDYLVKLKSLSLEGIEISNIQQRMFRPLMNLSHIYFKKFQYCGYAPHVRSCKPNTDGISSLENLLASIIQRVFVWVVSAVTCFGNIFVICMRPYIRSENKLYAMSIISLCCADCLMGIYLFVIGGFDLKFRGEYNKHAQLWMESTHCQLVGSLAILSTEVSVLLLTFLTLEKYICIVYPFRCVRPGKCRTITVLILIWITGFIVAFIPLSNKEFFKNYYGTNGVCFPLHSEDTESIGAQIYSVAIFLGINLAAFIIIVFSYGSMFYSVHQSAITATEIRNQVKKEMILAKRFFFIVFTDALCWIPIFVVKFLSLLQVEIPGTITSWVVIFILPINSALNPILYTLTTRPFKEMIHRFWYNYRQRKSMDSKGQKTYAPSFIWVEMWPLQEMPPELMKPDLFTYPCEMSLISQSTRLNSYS
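HEK293T cells stably expressing RXFP1 were pretreated with the PDE4 inhibitor Ro 20174, exposed to compounds for 30 min at 37C, lysed, and cAMP was read by TR-FRET. Data normalized to buffer (basal) and 29 nM porcine relaxin (100%).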
* hit, by the source's call; ? = inconclusive; . = not tested or not shown; & = joins results of further samples; [ ] = dose if it differs, or a comment. Unless noted, calls follow the shape of the dose curve; as a rule, active = well fitted curve in the direction sought with a large enough effect; inconclusive = small, poorly fitted or top-dose-only effect, or another doubt; inactive = no such curve, though single readings can be large; an effect the other way counts as inactive or inconclusive. These rows are one share of the data. The share of hits here may be higher or lower than overall.

SMILES	TrxR1 substrate	LDHA inh	Vif-A3F inh	mIDH1 inhibitor	Vif-A3G inh	PI4K2A block	USP1 inh	Glioma ERSR ind	RXFP1 ag
CN(CC(=O)N1CCc2ccccc2C1)S(=O)(=O)c1ccc2c(c1)c(=O)n(C)c(=O)n2C	5%	-2	-2%	11%	-1%	-4	?	-1%	2.3%
O=C(N/N=C/c1cn(-c2ccccc2)nc1-c1cccnc1)c1ccc(F)cc1	-12%	-21	-1%	-4%	-4%	-3	2%	-1%	0.0%
O=C(NCC(O)CO)c1csc(Nc2cccc3ccccc23)n1 (configuration not stated)	4%[57.1 µM]	9	2%	4%	-1%	-2	-23%	-2%	0.0%
CCn1cc(/C=C(\NC(=O)c2ccccc2)C(=O)NCCN2CCOCC2)c2ccccc21	.	2	2%	1%	0%	-1	-12%	-7%	.
COc1cc(NCCCC(C)N)c2ncccc2c1 (configuration not stated)	-7%	24	-3%	26%	-9%	-51*	5µM*	-16%&-12%	-1.5%
Cc1ccc(Cl)cc1N1CCN(C(=O)Cn2nc(C)c3sc4ccccc4c3c2=O)CC1	1%	2	-11%	8%	2%	4	-19%	-2%	-1.7%
Cn1c(=O)c2cc(NC(=O)Cc3cccnc3)ccc2n1-c1ccc2ccccc2c1	.	6	.	.	-27%	1	.	-2%	.
Cn1c2ccc(F)cc2c2nnc(SCCN3CCCCC3)nc21	2%[2.29 µM]	-1&-3	-7%&-9%	6%&30%	5%&7%	-5&-4	1%&-10%	4%&-2%	?
Cc1ccccc1CNC(=O)CCC(=O)N1CCSc2ccccc21	-3%	-7	8%	10%	1%	-4	-6%	2%	0.3%
Cc1ccc(CNC(=O)c2cc(=O)c3cc(C)ccc3o2)cc1	14%[57.1 µM]	-4&-1&-11	-6%&-2%	3%&-7%	-2%&3%	5&1	?	-1%&-2%	1.3%&-0.2%
CCc1ccccc1NC(=O)CSc1nc2cc(C(=O)NCC3CCCO3)ccc2c(=O)n1CC1CCCO1 (configuration not stated)	.	-7	-1%	-3%	2%	-1	3%	-7%	.
C/C(=C\c1ccccc1)CN1CCN(c2cccc(Cl)c2)CC1	4%[57.1 µM]	-3	0%	2%	2%	4	-6%	-4%	1.8%
CCc1ccc(-c2nc(CSCC(=O)N3CCN(c4ccc(F)cc4)CC3)c(C)o2)cc1	-7%	-7	0%	12%	7%	-12	-24%	-5%	-2.7%
COc1ccc(Cl)cc1NC(=O)C1CCN(S(=O)(=O)c2ccc(F)cc2)CC1	-1%	-15	0%	23%	3%	0	-17%	-1%	-2.8%
O=C(Nc1ccc(S(=O)(=O)N2CCCCC2)cc1)C1CCN(C(=O)c2ccco2)CC1	3%[57.1 µM]	4	-17%	-10%	-5%	-3	-3%	1%	2.0%
CC(=O)c1c(O)ccc2c(-c3ccccc3)cc(=O)oc12	4%	-4	3%	-6%	0%	-2	-9%	-2%	1.7%
O=C(Nc1cccc2ccccc12)c1ccc(Br)o1	7%[11.4 µM]	-5	1%	15%	-6%	3	-6%	-1%	2.0%
O=C(Nc1ccc(Br)cc1)c1ccc(F)c(S(=O)(=O)NCc2cccs2)c1	-10%	-3	3%	-5%	1%	3	-5%	-1%	-0.2%
COc1cccc(/C=N/n2c(C3CCCCC3)n[nH]c2=S)c1	-3%	-13	-9%	4%	7.1µM*	-4	-13%	-4%	-0.3%
COc1ccc(CNC(=O)CN2CCN(c3cccc(C)c3C)CC2)cc1	2%	-2	1%	5%	3%	-18	-23%	-4%	-2.1%
CC(C)CNC(=S)N1CCN(c2nc3ccccc3s2)CC1	-3%	-17	1%	0%	3%	-2	1%	-2%	-0.4%
CCN(CC)S(=O)(=O)c1ccc(N2CCOCC2)c(NC(=O)Cc2cccc3ccccc23)c1	-10%	-3	-8%	2%	-7%	1	-4%	-4%	0.2%
Cc1ccccc1-c1noc(-c2ccc(Cl)cc2)n1	-1%[57.1 µM]	-9	-8%	-2%	0%	-1	0%	0%	1.8%
Cc1ccc2c(=O)cc(C(=O)NCc3ccccc3)oc2c1	6%	-3&-2	-1%	6%	1%	1	-7%	-2%	-1.4%
COc1ccc2nnc(-c3ccc(C(F)(F)F)cc3)n2n1	8%	3	7%	1%	-2%	0	-19%	2%	2.8%

Entries above that have a furan ring, fused or not:
SMILES	TrxR1 substrate	LDHA inh	Vif-A3F inh	mIDH1 inhibitor	Vif-A3G inh	PI4K2A block	USP1 inh	Glioma ERSR ind	RXFP1 ag
O=C(Nc1ccc(S(=O)(=O)N2CCCCC2)cc1)C1CCN(C(=O)c2ccco2)CC1	3%[57.1 µM]	4	-17%	-10%	-5%	-3	-3%	1%	2.0%
O=C(Nc1cccc2ccccc12)c1ccc(Br)o1	7%[11.4 µM]	-5	1%	15%	-6%	3	-6%	-1%	2.0%

Continuation:
SMILES	TrxR1 substrate	LDHA inh	Vif-A3F inh	mIDH1 inhibitor	Vif-A3G inh	PI4K2A block	USP1 inh	Glioma ERSR ind	RXFP1 ag
Cc1cc(NC(=O)COC(=O)CCC(=O)c2ccc(F)cc2)no1	-12%[57.1 µM]	-6	-6%	8%	0%	-9	-18%	-4%	0.5%
CCOc1ccc2nc(NCCO)[nH]c2c1	-10%	3	-1%	15%	-1%	0	-14%	-1%	0.4%
CCCN(CC(=O)Nc1ccc(Cl)cc1Cl)C(=O)c1ccc(=O)[nH]c1	0%	-8	-1%	0%	-10%	-5	-4%	-1%	0.9%
CN1C(=O)C(C)(C)c2cc(S(=O)(=O)NCc3ccc(C(=O)NCc4ccco4)cc3)ccc21	9%	-4	2%	-4%	1%	-7	-9%	-2%	-0.4%
CCCNC(=O)CSc1nnc(C)s1	4%	-6	-2%	11%	5%	1	3%	0%	1.4%
CCc1nnc(NC(=O)CSc2nccn2-c2cccc(C)c2C)s1	4%[57.1 µM]	-5	-9%	-10%	-24%	-1	-2%	-4%	0.7%
O=C(NCCCc1nc2ccccc2n1CCOc1ccccc1)C1CCCCC1	14%[0.0914 µM]	-9	.	.	-2%	.	.	-3%	.
O=C(O)C1C=CCC(C(=O)O)C1 (configuration not stated)	.	-2	0%	1%	2%	-1	-25%	-1%	.
Cc1ccccc1C(=O)NC1CCN(CC(=O)Nc2ccc(Br)cc2)CC1	5%	1	0%	-1%	2%	-1	-23%	-1%	-0.4%
Cc1ccc(S(=O)(=O)NNC(=S)Nc2cccc(F)c2)cc1	0%	-4	3%	-5%	-1%	2	-17%	-2%	1.5%
COC(=O)CC(NS(=O)(=O)c1cccs1)c1cccc2ccccc12 (configuration not stated)	9%[57.1 µM]	-3	-14%	3%	-1%	-2	-20%	-4%	-0.3%
NC(=O)c1nnn(-c2cccc(C(F)(F)F)c2)c1-c1ccccc1	1%[57.1 µM]	6	-4%	4%	-3%	-5	0%	-3%	-2.8%
COc1cc(/C=C/C(=O)OCC(=O)c2ccc[nH]2)ccc1O	.	-7	-10%	5%	-5%	-2	-26%	3%	.
O=C(O)CCC(=O)Nc1nc(-c2ccccc2)cs1	-4%	-5	5%	-1%	3%	-3	-11%	1%	0.0%
COCCNC(=S)N(C)C1(c2ccccc2Cl)CCCCC1=O (configuration not stated)	0%	-3	-14%	-14%	5%	0	-7%	-2%	0.9%
CCC(C(=O)OCC(=O)N1CCN(c2ccc(OC)cc2)CC1)c1ccccc1 (configuration not stated)	-4%	2	-3%	13%	0%	-1	-17%	-1%	3.2%
COc1ccc(-c2noc(CCC(=O)N3CCN(c4cccc(C)c4C)CC3)n2)cc1	8%	3	10%	-1%	-2%	-5	-28%	-2%	.
O=C(CCCC(=O)c1ccccc1)NCCc1ccccc1	-6%	-5	9%	-3%	-1%	0	-8%	-10%	0.3%
CCOc1ccc(OCC)c(NC(=O)c2cc3ccccn3n2)c1	-3%[57.1 µM]	2	2%	0%	0%	3	-16%	2%	-1.1%
Fc1ccc(Nc2ncnc3c2nc2n3CCCC2)cc1	-4%	2	-7%	7%	3%	-6	-12%	-3%	13%
CN(C)CCSc1nc(N)c2c3c(sc2n1)CN(C)CC3	64%[activator]	6	-13%	1%	0%	4	-6%	-4%	5.4%
CC1(NC(=S)NCCO)CCS(=O)(=O)C1 (configuration not stated)	7%[57.1 µM]	-3	1%	-2%	1%	2	-10%	-2%	0.4%
O=C(Nc1ccccc1)Nc1cccc(Cl)c1	2%	-4	-7%	6%	0%	-1	-5%	0%	-2.3%
C=CCOc1nc2c(c(=O)n(C)c(=O)n2C)n1Cc1ccc(Cl)cc1	-2%	-2&-17	-17%	-4%	2%	-1	-3%	-1%	0.4%
O=C(O)c1c(NC(=O)N2CCOCC2)sc2c1CCCC2	1%	5	2%	0%	2%	-3	-13%	-1%	1.0%
